FBPA coupling cs: counter-screen for Giardia aldolase inhibitors: coupling enzyme system; activity change, negative = inhibition, % at 58.2 µM, hits read low; 0.67% of 290,000 active; coupling enzyme system counterscreen, AmpLite Red fluorescence; in the data active = activity change below about -30%; also: % is scaled to controls: 0 for no effect and ±100 for the full control effect
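Activity here indicates interference with the coupling reaction, not aldolase inhibition. Compounds at 57.5 uM final met coupling enzymes for 10 min at RT; substrate and AmpLite Red detection followed, with a 525/598 nm fluorescence read after 20 min.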
USP2a block: inhibitors of human ubiquitin-specific protease USP2a; Potency, µM (highest dose often 38.3 µM), inactives show at the highest dose activity change, negative = inhibition, usual class: inhibitors; USP2 core, Ub-CHOP2 coupled fluorogenic reporter, 485/531; 0.01% of 330,000 active; O75604;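 also: potency is read from the fitted curve at half-maximal effect; plate controls were DMSO wells for no effect and full inhibition by NEM control for full effect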
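USP2 core (10nM final) preincubated 30min RT with compound in 20mM Tris-HCl pH 8.0, 2mM CaCl2, 2mM beta-mercaptoethanol, 0.05% CHAPS; 25nM Ub-CHOP2 plus 25nM reporter substrate added, fluorescence (Ex485/Em531) read after 60min.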
TRPV1 ag: human TRPV1 agonism; AID 540275; 0.19% of 320,000 active; TRPV1-expressing cells, Fluo-8 calcium influx, agonist mode; activation, % at 8.33 µM; Q8NER1; in the data active = activation above about 80%; inconclusive = between about 30% and that limit; also: 0% is about no effect
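TRPV1-expressing cells were cultured overnight at 35.5C and loaded with Fluo-8 calcium dye for 40 to 90 min at room temperature. After a 10 s baseline, compound was added and calcium influx was read kinetically for 3 min (ex 480/em 520 nm).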
MLL CXXC-DNA inh: inhibitors of human MLL CXXC domain-DNA interaction; Q03164; MLL-CXXC / FITC-HOXA9 DNA fluorescence polarization; Potency, µM (top dose mostly 115 µM), for the others: at the highest dose activity change, negative = inhibition, usual class: inhibitors; 0.037% of 290,000 active; AID 2662; active = well fitted inhibition curve with a large enough effect in the polarisation, with a control signal flat, not every such curve was filed as active; inconclusive = small, poorly fitted or top-dose-only effect, or effect the other way, or a change in a side signal; inactive = no such curve, though single readings can be large or run the other way; the % refers to the polarisation; also: potency is read from the fitted curve at half-maximal effect
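Steps: dispense CXXC domain solution (7 uM) → pin compounds or unlabeled HOX-A9 DNA control → 5 min ambient → add FLSN-HOX-A9 solution (50 nM) → spin → 30 min ambient → fluorescence polarization. Tris pH 7.5/NaCl/DTT/BSA buffer.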
PKM2 act: increases activity of human pyruvate kinase M2; P14618; purified PKM2, Kinase-Glo ATP luminescence, activation; response scale: 0% is enzyme alone, no compound; Potency, µM (highest dose often 57.5 µM), for inactives: at the top dose activation, actives largely listed as activators; 0.34% of 260,000 active; AID 1631; also: potency is read from the fitted curve at half-maximal effect; % is scaled to controls: 0 for no effect and ±100 for the full control effect; nearly all actives have a fitted effect of over 55% in size
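Purified hPK-M2 (>95%) run at intermediate activity with 0.1 mM ADP and 0.5 mM PEP in 50 mM imidazole pH 7.2, KCl, MgCl2; 1 h room temperature. ATP formed read by Kinase-Glo luminescence; normalized to uninhibited and no-enzyme controls.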
Giardia killer: kills Giardia lamblia. 0.15% of 340,000 active. Giardia lamblia trophozoite viability. AID 540267. activity change, % at 7.66 µM, hits read low; in the data active = activity change below about -80%; inconclusive = between about -30% and that limit;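 also: parasites exposed to compound for two days anaerobically before the ATP read; % is scaled to controls: 0 for no effect and ±100 for the full control effect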
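Each well holds 100 Giardia trophozoites and compound. After two days (48 hrs) at 37 deg C in anaerobic conditions, ATP is quantified by luminescence.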
KCNH2 WT inh: KCNH2 (human, wildtype) channel inhibition; Q12809; U2OS, BacMam KCNH2, thallium flux FluxOr; active compounds read low; activity change, % at 1.84 µM; 0.37% of 340,000 active; AID 720551;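 active = maximum activity change below -70%; inconclusive = maximum activity change between -70% and -50%; inactive = maximum activity change above -50%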; also: % is scaled to controls: 0 for no effect and ±100 for the full control effect
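U2OS cells transduced with wild-type KCNH2 virus are loaded with FluxOr dye for 45 min, and thallium flux is measured in kinetic reads before and after stimulation buffer. Rate constants are normalized to DMSO controls.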
KCNH2 3.1 block: blocks the human KCNH2 3.1 channel isoform. U2OS KCNH2 3.1, thallium flux FluxOr; active compounds read low. activity change, % (tested at about 1.8 µM). 0.95% of 340,000 active. AID 720553;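 active = maximum activity change below -70%; inconclusive = maximum activity change from -70% to -50%; inactive = maximum activity change above -50%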;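 also: thallium influx rate constant from kinetic fluorescence after stimulation buffer; % is scaled to controls: 0 for no effect and ±100 for the full control effect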
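We transduce U2OS cells with the mutant 3.1 virus, culture them overnight, load FluxOr with Red40 quencher for 45 min, then add stimulation buffer and read kinetically for 2 min to derive a normalized rate constant.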
B2AR arrestin: beta2AR (human) beta-arrestin recruitment activity. beta-arrestin recruitment to beta2AR, cell-based reporter. Potency, µM (titrated, usually from 46.1 µM), for inactives: at the top dose activation, usual class: activators. 0.02% of 330,000 active. AID 492947;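 also: potency is read from the fitted curve at half-maximal effect; 0% = DMSO controls and full agonism = EC100 isoproterenol or metaproterenol; nearly all actives have a fitted effect of over 65% in size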
Target sequence (P07550 whole entry, looked up): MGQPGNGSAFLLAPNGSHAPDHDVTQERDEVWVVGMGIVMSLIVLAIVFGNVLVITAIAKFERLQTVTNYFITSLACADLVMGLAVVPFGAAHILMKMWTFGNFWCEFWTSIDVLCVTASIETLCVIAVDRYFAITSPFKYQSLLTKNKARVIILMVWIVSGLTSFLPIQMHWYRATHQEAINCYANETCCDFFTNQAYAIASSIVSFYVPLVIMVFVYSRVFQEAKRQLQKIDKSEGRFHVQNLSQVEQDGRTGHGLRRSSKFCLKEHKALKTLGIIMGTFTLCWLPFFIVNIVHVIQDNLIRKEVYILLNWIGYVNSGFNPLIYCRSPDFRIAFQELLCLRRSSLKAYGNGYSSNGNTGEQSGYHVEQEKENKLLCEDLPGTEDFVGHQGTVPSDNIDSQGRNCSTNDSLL
GALK inh: galactokinase (human) inhibition | P51570 | Potency, µM (series often up to 57.5 µM), without a hit: top-dose activity change, negative = inhibition, usual class: inhibitors | 0.007% of 270,000 active | Purified GALK, Kinase-Glo residual ATP luminescence | AID 1868; also: potency is read from the fitted curve at half-maximal effect; % is scaled to controls: 0 for no effect and ±100 for the full control effect
Target sequence (P51570 whole entry, looked up): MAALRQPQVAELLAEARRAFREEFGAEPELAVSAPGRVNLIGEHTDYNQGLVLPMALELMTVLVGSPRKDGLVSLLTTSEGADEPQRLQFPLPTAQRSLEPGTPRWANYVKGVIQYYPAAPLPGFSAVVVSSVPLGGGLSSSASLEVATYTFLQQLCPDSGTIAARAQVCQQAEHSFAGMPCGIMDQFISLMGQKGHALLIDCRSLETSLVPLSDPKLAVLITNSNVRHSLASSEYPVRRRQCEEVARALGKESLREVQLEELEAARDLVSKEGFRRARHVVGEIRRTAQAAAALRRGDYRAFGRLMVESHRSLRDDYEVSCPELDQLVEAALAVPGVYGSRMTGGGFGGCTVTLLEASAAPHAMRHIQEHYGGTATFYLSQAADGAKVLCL
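5 nM enzyme, 35 uM ATP, 100 uM galactose, 20 mM HEPES pH8.0, 5 mM MgCl2; 1 h RT; residual ATP by Kinase-Glo Plus luminescence, qHTS format.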
Menin MLL FP TR: displaces Texas Red mutant MLL peptide from human menin; O00255; Menin + Texas Red MLL mutant peptide, fluorescence polarization; Potency, µM (highest dose often 61.6 µM), for inactives: at the highest dose FP activity change, negative = inhibition, most hits filed as inhibitors; 0.23% of 270,000 active; active = well fitted inhibition curve with a large enough effect in the polarisation, with a control signal flat, not every such curve was filed as active; inconclusive = small, poorly fitted or top-dose-only effect, or effect the other way, or a change in a side signal; inactive = no such curve, though single readings can be large or run the other way; the % refers to the polarisation; also: potency is read from the fitted curve at half-maximal effect; % of control where 0% means no effect; many of its hits are not listed in these tables
* hit, by the source's call; ? = inconclusive; / = not tested or not shown; [ ] = dose if it differs, or a comment. Unless noted, calls follow the shape of the dose curve; as a rule, active = well fitted curve in the direction sought with a large enough effect; inconclusive = small, poorly fitted or top-dose-only effect, or another doubt; inactive = no such curve, though single readings can be large; an effect the other way counts as inactive or inconclusive.

Short keys – A = FBPA coupling cs; B = USP2a block; C = TRPV1 ag; D = MLL CXXC-DNA inh; E = PKM2 act; F = Giardia killer; G = KCNH2 WT inh; H = KCNH2 3.1 block; I = B2AR arrestin; J = GALK inh; K = Menin MLL FP TR
O=C(NC(Cc1ccccc1)C(=O)O)/C(=C\c1ccccc1F)NC(=O)c1ccccc1 (stereo not given)
  A = 11.7 | B = 2.8% | C = 1.6 | D = -2.1% | E = -9.0% | F = -27.7 | G = 5.4 | H = 6.4 | I = -0.8% | J = 3.8% | K = 18.1%

COc1ccc(OC)c(-c2cc(C(=O)NCc3ccc(Cl)cc3)no2)c1
  A = 0.4 | B = 1.2% | C = 5.9 | D = 9.3% | E = 0.8% | F = 6.5 | G = -3.1 | H = -20.4 | I = -0.3% | J = 4.0% | K = -25.4%

COc1ccc(C)cc1NC(=O)CCCN1C(=S)NC(C)(C)CC1C (stereo not given)
  A = 2.5 | B = 0.9% | C = -1.6 | D = -3.0% | E = 2.8% | F = -0.3 | G = -17.5 | H = -18.6 | I = -0.4% | J = 0.6% | K = -14.9%

CCCNC(=O)c1onc(CSc2ccncc2)c1C(=O)NCCC
  A = 1.0 | B = 12.3% | C = 17.4 | D = -3.3% | E = -2.9% | F = -5.0 | G = 3.5 | H = -1.2 | I = -0.1% | J = 0.7% | K = /

Cc1ccccc1NC(=O)N1CCN(C(=O)c2ccco2)CC1
  A = 0.7 | B = 1.1% | C = 6.9 | D = 4.5% | E = -1.1% | F = 11.5 | G = / | H = -0.3 | I = -0.1% | J = 12.4% | K = 24.5%

O=C(OCc1ccccc1Cl)c1ccccc1C(=O)c1ccccc1
  A = 5.5 | B = 1.0% | C = 11.5 | D = 6.3% | E = -4.6% | F = 4.7 | G = 3.4 | H = 1.0 | I = -0.1% | J = -4.6% | K = -4.3%

Cc1n[nH]c(=S)n1/N=C/c1ccccc1OCc1ccc(Cl)cc1Cl
  A = -1.6 | B = 0.6% | C = 0.7 | D = 10.8% | E = -8.9% | F = 10.8 | G = 1.1 | H = -14.4 | I = -0.3% | J = 3.9% | K = -2.2%

O=C(CCc1ccccc1)N[C@@H]1c2ccccc2CC[C@H]1OCc1ccccc1
  A = / | B = -5.5% | C = / | D = / | E = / | F = ? | G = 13.8 | H = -8.0 | I = -1.3% | J = / | K = /

CCOC(=O)N1CCN(C(=S)Nc2ccc3nc(N4CCN(CC)CC4)cc(C)c3c2)CC1
  A = -5.9 | B = 3.2% | C = -11.3 | D = 4.9% | E = -0.3% | F = -10.5 | G = -3.5 | H = -3.6 | I = 2.1% | J = 0.2% | K = 7.5%

CCOC(=O)c1ccc(N2C(=O)C=CC2=O)cc1
  A = -3.6 | B = -1.2% | C = 0.6 | D = -5.0% | E = -7.7% | F = -16.9 | G = -5.8 | H = -8.1 | I = 0.1% | J = -0.2% | K = /

O=C(NN=C1CCCCC1)NC1CCCCC1
  A = 1.5 | B = 1.2% | C = -1.6 | D = 1.5% | E = -11.3% | F = 9.0 | G = 1.5 | H = 1.0 | I = 0.1% | J = 0.0% | K = -14.3%

CCOc1ccc(-c2nnn(CC(=O)NCCc3c[nH]c4ccccc34)n2)cc1
  A = 1.9 | B = 0.4% | C = -1.2 | D = 0.5% | E = -3.5% | F = -4.8 | G = -0.3 | H = / | I = -0.3% | J = -0.1% | K = ?

O=c1cc(CSc2nnc(Nc3ccccc3F)s2)nc2sccn12
  A = -10.4 | B = 0.0% | C = 0.3 | D = 7.1% | E = -1.4% | F = 15.4 | G = 1.1 | H = -4.7 | I = 0.0% | J = -0.1% | K = 2.2%

O=C(Nc1ccc(NS(=O)(=O)c2ccccc2)cc1)c1cccnc1
  A = -3.4 | B = 1.3% | C = 1.1 | D = 0.6% | E = -28.5% | F = 6.4 | G = 0.6 | H = 4.5 | I = -0.6% | J = 1.6% | K = 14.3%

COc1ccc(C(=O)NC2CCCCC2)cc1S(=O)(=O)N1CCOCC1
  A = 3.3 | B = -0.1% | C = -0.8 | D = -2.0% | E = 2.9% | F = -23.9 | G = 0.7 | H = 13.9 | I = -0.3% | J = 11.4% | K = 11.9%

O=[N+]([O-])c1ccc(N2CCCCC2)s1
  A = -9.6 | B = -8.7% | C = 0.4 | D = 39.8%[activator] | E = -1.7% | F = 0.3 | G = -2.6 | H = / | I = 0.0% | J = -0.1% | K = -1.0%

COc1ccc(CC(=O)Nc2nnc(SCC(=O)NCc3ccco3)s2)cc1OC
  A = -0.2 | B = 2.0% | C = -2.9 | D = 0.3% | E = 2.8% | F = 8.1 | G = 10.9 | H = 0.1 | I = 0.4% | J = 0.9% | K = -2.1%

O=C(NCCc1cccc(F)c1)C1CCN(S(=O)(=O)c2ccc(F)cc2)CC1
  A = -2.3 | B = 2.0% | C = -7.0 | D = -13.6% | E = / | F = -8.0 | G = -3.1 | H = 6.1 | I = 0.0% | J = -0.7% | K = -22.9%

Cc1cc(C)cc(C(=O)NCC(=O)OCc2nc(N)nc(Nc3ccccc3C)n2)c1
  A = / | B = 1.1% | C = -2.9 | D = / | E = / | F = -12.6 | G = 6.0 | H = -8.7 | I = -0.2% | J = / | K = /

COc1cccc(-c2nc(CS(=O)(=O)CC(=O)N3CCN(C)CC3)c(C)o2)c1
  A = -2.9 | B = 3.8% | C = -1.5 | D = -4.6% | E = 4.6% | F = 30.5[activator] | G = 15.0 | H = 2.7 | I = -0.4% | J = 1.1% | K = -9.5%

CC(C)C(=O)c1c(C(C)C)nn2ccccc12
  A = -5.7 | B = / | C = / | D = -1.0% | E = / | F = -5.7 | G = -10.4 | H = -2.9 | I = / | J = / | K = -20.9%

O=C(NCc1ccc(C(F)(F)F)cc1)C1CC(c2ccccc2C(F)(F)F)=NO1 (stereo not given)
  A = 1.3 | B = 4.4% | C = -8.5 | D = -1.7% | E = -0.9% | F = -10.6 | G = 15.5 | H = -5.8 | I = -0.3% | J = -0.7% | K = /

O=C(NC1CCCCC1)C1CCC(CNS(=O)(=O)c2ccccc2)CC1 (stereo not given)
  A = 2.4 | B = 1.4% | C = -0.9 | D = 18.8% | E = / | F = 32.2[activator] | G = -2.1 | H = -7.7 | I = 7.0% | J = / | K = -1.8%

CC(=O)Nc1ccc(N(C(=O)CNC(=O)c2ccco2)C(C(=O)NCC2CCCO2)c2ccccc2)cc1 (stereo not given)
  A = 2.0 | B = 0.4% | C = -1.7 | D = -4.5% | E = 0.0% | F = 5.1 | G = -5.2 | H = -1.7 | I = -0.1% | J = 2.1% | K = -0.1%

Full records, looked up by structure. Screens in order: FBPA coupling cs	USP2a block	TRPV1 ag	MLL CXXC-DNA inh	PKM2 act	Giardia killer	KCNH2 WT inh	KCNH2 3.1 block	B2AR arrestin	GALK inh	Menin MLL FP TR
CC(=O)Nc1ccc(N(C(=O)CNC(=O)c2ccco2)C(C(=O)NCC2CCCO2)c2ccccc2)cc1 (stereo not given) as listed: 2.0	0.4%	-1.7	-4.5%	0.0%	5.1	-5.2	-1.7	-0.1%	2.1%	-0.1%
O=C(OCc1ccccc1Cl)c1ccccc1C(=O)c1ccccc1 as listed: 5.5	1.0%	11.5	6.3%	-4.6%	4.7	3.4	1.0	-0.1%	-4.6%	-4.3%
CCOc1ccc(-c2nnn(CC(=O)NCCc3c[nH]c4ccccc34)n2)cc1 as listed: 1.9	0.4%	-1.2	0.5%	-3.5%	-4.8	-0.3	/	-0.3%	-0.1%	?
COc1ccc(CC(=O)Nc2nnc(SCC(=O)NCc3ccco3)s2)cc1OC as listed: -0.2	2.0%	-2.9	0.3%	2.8%	8.1	10.9	0.1	0.4%	0.9%	-2.1%

Assay outcomes (PubChem)

These rows are one share of the data; count on the stated rates, not on these rows.
